NALP1 yeast inh – NALP1 inhibition; inhibition, % at 10 µM; hit rate 0.61% among 280,000; S. cerevisiae NALP1/ASC/caspase-1 growth, X-gal OD620, 72 h; in the data active = inhibition mostly above about 24%, no sharp cut-off; inactive = mostly below about 32%; also: some compounds called inactive have numbers as strong as hits
MEKK3 PB1 HTS – MEKK3-MEK5 PB1 interaction, increase or decrease. Q99759. bead-based flow cytometry, Alexa488-MEK5 binding to MEKK3; actives lie on both sides; 0 = blocked by unlabeled MEK5, 100 = vehicle. binding response (% of control), % at 10 µM. hit rate 1.4% among 290,000. AID 1529;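 active = binding response more than 3 SD above or below the average of its plate-row segment, actives on both sides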;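 also: Alexa488 bead fluorescence after subtracting the streptavidin-only scavenger bead signal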
Target sequence (Q99759 whole entry, looked up): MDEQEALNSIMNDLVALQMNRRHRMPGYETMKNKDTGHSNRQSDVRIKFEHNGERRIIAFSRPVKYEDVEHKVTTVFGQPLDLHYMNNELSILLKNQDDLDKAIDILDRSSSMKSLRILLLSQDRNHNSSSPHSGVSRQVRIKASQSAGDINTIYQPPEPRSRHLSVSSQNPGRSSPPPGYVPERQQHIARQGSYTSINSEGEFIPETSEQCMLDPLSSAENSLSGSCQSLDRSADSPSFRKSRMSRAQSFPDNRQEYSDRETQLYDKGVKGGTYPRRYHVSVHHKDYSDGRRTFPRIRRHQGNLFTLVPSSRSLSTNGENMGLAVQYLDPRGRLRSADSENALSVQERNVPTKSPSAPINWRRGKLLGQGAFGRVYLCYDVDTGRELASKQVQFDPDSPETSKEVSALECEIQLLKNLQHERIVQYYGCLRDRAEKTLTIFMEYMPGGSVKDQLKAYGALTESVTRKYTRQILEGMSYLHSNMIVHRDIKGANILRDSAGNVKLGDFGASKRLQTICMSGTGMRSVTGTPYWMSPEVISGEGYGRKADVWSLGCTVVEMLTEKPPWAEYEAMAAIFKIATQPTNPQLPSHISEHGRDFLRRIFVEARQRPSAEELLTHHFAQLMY
PHOSPHO1 block – blocks human PHOSPHO1 phosphatase activity; Q8TCT1; recombinant PHOSPHO1, absorbance phosphatase assay; inhibition, % at 13.3 µM; hit rate 1.1% among 290,000; in the data active = inhibition above about 60%
GPR7 antag – blocks human GPR7 receptor signaling; P48145; inhibition, % at 4.4 µM; AID 1861; GPR7-expressing cells, fluorescence antagonist assay; hit rate 1.1% among 290,000; in the data active = inhibition above about 16%, passing the limit was not always enough;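 also: cells stimulated with the agonist NPW; 0% = agonist with vehicle and 100% = vehicle without agonist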
OXTR ag – agonists of human oxytocin receptor; P30559; CHO-OTR cells, Fluo-8 calcium fluorescence; normalized: DMSO 0%, oxytocin 100%; activation, % at 3 µM; hit rate 0.32% among 320,000;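 active = activation above the mean of all tested compounds plus 3 SD, cutoff set per screening run, cut at about 20% in these data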;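 also: peak over basal fluorescence ratio from a 100 s FLIPR kinetic read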
Target sequence (P30559 whole entry, looked up): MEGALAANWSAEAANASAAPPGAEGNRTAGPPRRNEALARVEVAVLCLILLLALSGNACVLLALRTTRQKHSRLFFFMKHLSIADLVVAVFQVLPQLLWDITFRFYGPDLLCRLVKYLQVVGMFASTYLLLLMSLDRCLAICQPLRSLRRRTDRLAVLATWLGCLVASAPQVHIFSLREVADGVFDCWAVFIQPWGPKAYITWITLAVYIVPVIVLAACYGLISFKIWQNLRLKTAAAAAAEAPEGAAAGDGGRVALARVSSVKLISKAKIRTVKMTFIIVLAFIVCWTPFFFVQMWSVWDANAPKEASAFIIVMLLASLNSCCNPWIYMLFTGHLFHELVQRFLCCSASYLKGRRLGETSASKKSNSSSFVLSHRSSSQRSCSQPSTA
MEKK2wt PB1 HTS – raises or lowers MEK5 binding to wildtype human MEKK2 PB1 domain; Q9Y2U5; bead flow cytometry, Alexa488-MEK5 binding to MEKK2 WT; actives lie on both sides; binding response (% of control), % at 10 µM; hit rate 1.1% among 290,000; AID 1531; in the data active = binding response below about 67% or above about 130%
FID counter – counter-screen for HCV NS3 helicase inhibitors: DNA intercalator displacement; DNA fluorescent intercalator displacement, fluorescence; AID 1845; hit rate 0.17% among 290,000; inhibition, % at 7.9 µM; in the data active = inhibition above about 37%;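 also: 0% = vehicle and 100% = reference compound; higher means more ethidium bromide displaced from hairpin DNA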
MEKK2 mut-MEK5 – signal of MEK5 binding to mutant human MEKK2 PB1 domain. bead flow cytometry, Alexa488-MEK5 binding to MEKK2 mutant. hit rate 0.35% among 290,000. percent response, % at 10 µM. AID 1530; in the data active = percent response above about 24%, passing the limit was not always enough; also: inactives centre near 1; some results filed as inactive read as strong as hits; reference of the scale not given here
PfM18AAP inh – PfM18AAP enzyme inhibition; recombinant PfM18AAP, H-Glu-NHMec fluorogenic cleavage; inhibition, % at 7.35 µM; hit rate 1.2% among 290,000; AID 1822;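 active = inhibition above the campaign mean inhibition over all tested compounds plus 3 SD, cut at about 28% in these data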;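 also: 0% = plate median of test compound wells and 100% = 2 mM ZnCl2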
* hit, by the source's call; nt = not tested or not shown; [ ] = remark or other dose.

The line under a structure holds: NALP1 yeast inh, MEKK3 PB1 HTS, PHOSPHO1 block, GPR7 antag, OXTR ag, MEKK2wt PB1 HTS, FID counter, MEKK2 mut-MEK5, PfM18AAP inh
CC1(C)Cc2cccc(C(=O)NC3CCN(Cc4ccccc4)CC3)c2O1
→ 12, 103, 47, -5, -3.2, 113, -4, 11, 4
Brc1ccccc1-c1nnc(COc2ncnc3ccccc23)o1
→ nt, 103, 30, -11, 0.0, 95, -14, -3, -6
COCCCn1c(SCc2nnc(-c3ccc(OC)c(OC)c3)o2)nnc1-c1ccncc1
→ 8, 102, -2, -12, 0.7, 105, -19, 3, -2
O=C(Cn1nc(C(F)F)cc1C(F)F)NNC(=S)Nc1ccc(F)cc1
→ 2, 101, 73*, -8, 0.9, 106, -2, 4, 5
Cc1ccc(CNC(=O)/C(C#N)=C/c2ccc(C)s2)cc1
→ 22, 102, 48, 3, -1.6, 100, -13, 1, 8
O=C(CSc1nnc(NC(=O)c2c(F)cccc2F)s1)NC1CCCCC1
→ 24, 105, 19, -24, 0.2, 104, -19, 4, -6
COc1ccc(CNC(=O)[C@H](C)NC(=O)C2CCN(S(=O)(=O)c3ccccc3)CC2)cc1
→ -1, 99, 48, -3, 1.1, 102, -24, 2, 3
CCOc1ccccc1N(C(=O)Nc1ccc(Cl)cc1)C1=NC(C)CS1 (stereo unspecified)
→ 9, 102, -9, -12, 0.2, 110, 3, 12, -7
COc1ccc(OC)c(S(=O)(=O)NCCc2ccccc2)c1
→ 4, 104, -37, -12, -1.7, 105, -10, 5, -9
O=C(NCC1CCCO1)/C(=C/c1ccc(Cl)cc1)NC(=O)c1ccccc1 (stereo unspecified)
→ 22, 100, -40, 2, 8.0, 108, -3, 6, 1
CCCCCCCc1nn2c(=O)cc(O)nc2s1
→ 12, 108, 3, -10, -0.9, 108, -16, 12, -3
O=C(CSc1nc2ccccc2o1)Nc1nc2ccccc2s1
→ 5, 102, 17, -17, 0.5, 100, -6, 8, 4
CCCCN(CC)C(=O)Cc1ccccc1OC
→ 7, 107, 23, -6, -2.2, 107, -13, 14, -1
O=c1oc2ccccc2c(N2CCCCC2)c1CN1CCCC1
→ 3, 111, -1, -14, 0.2, 99, -2, 5, -7
Cc1ccc2nc(NC(=O)c3ccc(N4C(=O)CCC4=O)cc3)sc2c1
→ 9, 113, -16, 10, 0.6, 110, 11, -1, -7
O=C(NCc1cccnc1)Nc1ccccc1
→ 17, 99, 47, 1, -0.7, 97, -2, -3, -5
CC(C)(C)OC(=O)NCc1ccc(CNC(=O)c2[nH]cnc2C(=O)N[C@@H](Cc2ccccc2)C(=O)OC(C)(C)C)cc1
→ 23, 101, -19, -17, -0.5, 93, -41, -17, -14
CCN(CC)CCNCc1cc(Br)ccc1OCC(=O)NCc1ccccc1
→ 1, 107, 8, 1, 3.0, 120, 23, 5, -12
CCc1ccc(NC(=O)Cn2nnc(-c3ccc(C)cc3-n3cnnn3)n2)cc1
→ nt, 104, 19, -3, 0.1, 98, -7, 1, 2
Cc1ccc(-c2ccc(=O)n(CC(=O)NCCCN3CCCCC3)n2)cc1
→ 6, 102, 45, -4, 0.9, 109, 10, 2, -8
CC(=O)N1CCC(C(=O)Nc2cc(C)cc(C)c2)CC1
→ 1, 93, 3, -9, -1.5, 91, -3, -2, -6
CC(=O)Nc1ccc(-c2nnn(CC(=O)Nc3ccc4c(c3)OCO4)n2)cc1Cl
→ 0, 87, 10, -3, -0.9, 93, -4, -5, -1
O=C(NCC1CCCO1)c1cc2ccccc2[nH]1 (stereo unspecified)
→ 2, 102, 11, -3, 0.6, 100, 1, 4, -3
COc1ccc(Br)cc1S(=O)(=O)Nc1ccc(Cl)cn1
→ 3, 104, 35, -16, -0.3, 103, -4, 12, -9
CCC(CC)C1C(C#N)=C(N)Oc2n[nH]c(-c3ccccc3)c21 (stereo unspecified)
→ 10, 98, -6, 1, -1.6, 95, -9, -2, 0
CCC(NC(=O)CCc1ccccc1)c1ccccc1 (stereo unspecified)
→ 4, 101, 30, -3, -1.4, 102, -5, 1, 0
COc1cccc(C(=O)Nc2ccccc2C(=O)NCC2CCCO2)c1 (stereo unspecified)
→ 24, 103, nt, -13, -0.6, 108, -14, 4, 1
O=C(Nc1cc(S(=O)(=O)N2CCOCC2)ccc1N1CCOCC1)c1cccc(S(=O)(=O)N2CCCCC2)c1
→ nt, 108, 30, 0, 0.4, 108, -43, 8, 1
CCOC(=O)COc1cc2c(C(=O)OCC)c(C)oc2cc1Br
→ -7, 94, -62, -10, -1.6, 95, -5, -5, -6
O=C(NCc1ccco1)C(=O)NCC1OCCN1S(=O)(=O)c1ccc(Br)cc1 (stereo unspecified)
→ 20, 99, -2, -2, 0.2, 89, -15, -9, 0
CCOC(=O)N1CCN(CC(=O)Nc2ccc(F)c(F)c2)CC1
→ 16, 101, 2, -7, 1.2, 96, -6, 4, -8
Cc1ccc(-c2nc3ccccc3s2)cc1NC(=S)NC(=O)/C=C/c1ccco1
→ 2, 94, 17, -2, -0.9, 89, 2, -7, -3
CCOC(=O)c1[nH]c2ccccc2c1NC(=S)Nc1ccccc1C
→ 12, 106, -4, -1, 1.4, 100, -3, -4, -4
Cc1ccc(NC(=S)N2CCn3cccc3C2c2cccnc2)cc1 (stereo unspecified)
→ 19, 97, -9, -4, -0.7, 95, -2, 13, -1
Cn1nc(C(=O)NCc2ccccc2)cc1C(=O)NCc1ccccc1
→ 28, 103, -11, 0, -0.3, 105, -32, 2, -1
COc1cccc(-n2c(SCC(=O)NC(C)(C)C)nnc2-c2ccoc2C)c1
→ 12, 104, -3, 4, -1.2, 105, -29, 8, 3
FC(F)C(F)(F)c1cc(-c2ccc(Cl)cc2)n[nH]1
→ -37, 71, 32, 30*, 21*, 71, -5, -26, -6
O=C(O)c1ccccc1CSc1nc2ccccc2o1
→ -3, 103, 75*, -2, 0.5, 106, -1, 1, 1
Cc1ccc(C(=O)c2cncc(Br)c2)cc1
→ 20, 95, -18, -7, -2.0, 92, 8, -9, -1
CC(=O)c1cccc(NC(=O)COC(=O)c2ccccc2C)c1
→ 13, 101, 14, -7, 3.8, 99, -14, 1, -7
CCSc1nc2sccc2c(=O)n1-c1ccccc1
→ 10, 98, 11, -4, -1.6, 92, -21, -4, -14
CCc1ccccc1NC(=O)c1sc2nc(C)cc(C)c2c1N
→ 17, 106, 30, -20, -2.2, 109, -14, 6, 5
O=C(NCC1COCCO1)C1CCN(S(=O)(=O)c2ccccc2)CC1 (stereo unspecified)
→ 32, 98, -10, -9, 0.1, 99, -3, 1, -9
COc1ccc(CC(=O)OCn2nnc3ccccc3c2=O)cc1OC
→ nt, 95, 27, -19, 0.7, 95, -16, -6, -3
COC(=O)C1=C(C)OC(N)=C(C#N)C1c1c(C)nn(C)c1C (stereo unspecified)
→ 34, 104, -14, -9, 0.9, 102, 0, 1, 1
CC(C)Oc1ccc(C(CC(=O)O)NC(=O)c2cccs2)cc1 (stereo unspecified)
→ 10, 107, 11, 0, 0.9, 110, -2, 6, -13
COc1ccc(NC(=O)c2ccco2)cc1NC(=O)c1ccc(C)cc1
→ -4, 102, -9, -6, -2.6, 106, -8, 7, -2
Cc1cccc(C2c3[nH]c4ccccc4c3CCN2C(=O)c2cn(C)c3ccccc3c2=O)n1 (stereo unspecified)
→ -11, 87, -15, -9, 1.1, 46*[inhibitor], -29, -14, -3
COC(=O)CN(c1cccc(C(C)=O)c1)S(C)(=O)=O
→ 9, 98, -31, -12, 0.0, 92, -3, -6, -4
COc1cc(CN2CCN(c3cc(C)ccc3C)CC2)cc([N+](=O)[O-])c1O
→ nt, 104, nt, 4, -1.4, 104, 0, 9, 7
CCCS(=O)(=O)N1CCCC(C(=O)NCCCOC(C)C)C1 (stereo unspecified)
→ -2, 96, 0, -18, 0.7, 97, -12, -2, 1
CS(=O)(=O)c1ccc(NC(=O)CN2C(=O)C3CCCCC3C2=O)cc1 (stereo unspecified)
→ 19, 100, 3, -20, -0.2, 97, -3, 2, 2
O=C(N[C@@H](Cc1ccccc1)C(=O)O)c1cccnc1
→ 2, 99, 4, -9, 0.5, 101, 1, 1, 2
CCOc1ccc(C2=Nn3c(nnc3-c3ccc(OC)cc3)SC2)cc1
→ 12, 97, 59, 0, 0.1, 94, -16, -4, 7
COc1cccc(Nc2cc(N3CCOCC3)c3nonc3c2[N+](=O)[O-])c1
→ 4, 98, 13, -7, 0.2, 97, -1, -1, 3
CC1(C)C2CCC1(CS(=O)(=O)N1CCN(c3ccc(F)cc3)CC1)C(=O)C2 (stereo unspecified)
→ 7, 103, 45, -3, 1.3, 110, -22, 6, -3
Cc1cccnc1NC(=O)CSc1nnc(COc2ccc(C(C)C)cc2)n1C
→ 30, 91, -22, -11, -0.5, 95, 1, -3, -6
Nc1nc2ccc(C(=O)NC3CCCCC3)cc2s1
→ 15, 99, 4, -13, -1.1, 101, 1, 1, 1
O=C(NC(=S)Nc1ccccc1[N+](=O)[O-])c1ccccc1Cl
→ 17, 99, 20, 1, -1.7, 96, 4, -2, -10
CN1C(=O)c2oc3ccccc3c(=O)c2C1c1ccccn1 (stereo unspecified)
→ -8, 106, 6, 1, 0.2, 104, 0, 6, 6

Overlap with the part before: three entries; new compounds follow.
The line under a structure holds: NALP1 yeast inh, MEKK3 PB1 HTS, PHOSPHO1 block, GPR7 antag, OXTR ag, MEKK2wt PB1 HTS, FID counter, MEKK2 mut-MEK5, PfM18AAP inh
Nc1nc2ccc(C(=O)NC3CCCCC3)cc2s1
→ 15, 99, 4, -13, -1.1, 101, 1, 1, 1
O=C(NC(=S)Nc1ccccc1[N+](=O)[O-])c1ccccc1Cl
→ 17, 99, 20, 1, -1.7, 96, 4, -2, -10
CN1C(=O)c2oc3ccccc3c(=O)c2C1c1ccccn1 (stereo unspecified)
→ -8, 106, 6, 1, 0.2, 104, 0, 6, 6
C/C(Cc1ccccc1)=N\NC(=O)CCCCCC(=O)N/N=C(\C)Cc1ccccc1
→ -18, 110, 16, -12, -2.5, 117, -10, 12, -6
C=CCNc1nc(-c2ccc(Cl)cc2)cs1
→ -9, 102, -2, -10, -2.7, 103, -2, 3, -3
CNc1nc(N)c(C(=O)C(C)(C)C)s1
→ 26, 102, 0, -4, 0.9, 98, -5, -1, 19
O=C(CCCOc1ccccc1)Nc1nc2ccccc2[nH]1
→ 12, 99, -7, -12, 2.0, 92, -3, -2, -15
COc1ccccc1NC(=O)CSC1=NCCN1
→ 32, 89, -8, -6, 0.3, 99, 0, -2, -1
Cc1cccc(C)c1OC(=O)Cc1ccccc1[N+](=O)[O-]
→ 15, 105, 16, -10, -0.9, 104, -14, 5, -1
CC1CC1c1ccc(/C=C(\C#N)C(=O)Nc2cc(Cl)ccc2Cl)o1 (stereo unspecified)
→ 6, 98, -14, -10, 0.6, 92, 6, 0, -1
Cc1cc2c(nn1)CCc1c-2no[n+]1[O-]
→ 2, 101, 15, -17, 0.3, 107, -5, 7, 3
O=C(Nc1ccncc1Cl)c1ccncc1
→ -5, 103, 48, -14, 1.0, 101, -7, 7, 0
CCC(C)OC1OC(CO)C(O)C(O)C1NC(C)=O (stereo unspecified)
→ 5, 99, -3, -12, 0.6, 109, -1, 11, -1
O=C(CC(=O)N/N=C/c1c(Cl)cccc1Cl)NCc1cccnc1
→ 1, 101, 23, -12, -0.3, 103, -8, 4, 6
CCOc1ccc(N2CC(C(=O)Nc3ccncc3)CC2=O)cc1 (stereo unspecified)
→ 6, 101, 6, 25*, 0.5, 99, -8, 4, -6
O=C(NCc1ccccc1)c1cnc(-c2ccccn2)nc1C(F)(F)F
→ -2, 102, 3, -7, 0.5, 107, -5, 5, -4
CCc1nc2scc(-c3ccccc3)c2c(=O)n1N
→ 10, 101, 7, 3, -2.2, 101, -2, 3, 3
CCS(=O)(=O)N1CCC(N2CCN(c3ccccc3)CC2)CC1
→ 1, 105, 30, -18, 0.6, 113, -1, 12, 1
Cc1cc(C)c(S(=O)(=O)N2CCOC2CNC(=O)C(=O)NCCCn2ccnc2)c(C)c1 (stereo unspecified)
→ nt, 93, 4, 1, 6.8, 100, -2, -2, 0

The order is random; overall some 6.2% were active at least once.
